Nrf2 inh = Nrf2 qHTS screen for inhibitors | AID 504444, 2011 | Potency, µM (top dose mostly 46 µM), for inactives: at the highest dose activity change, negative = inhibition, actives largely listed as inhibitors | 360,000 tested, 2.1% active | A549 ARE-Fluc reporter, luciferase luminescence, 18-24 h; also: potency is read from the fitted curve at half-maximal effect; % is scaled to controls: 0 for no effect and ±100 for the full control effect; nearly all actives have a fitted effect of over 60% in size
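In this cell-based qHTS, ARE-driven firefly luciferase in A549 cells reports Nrf2 activity; the luminescent signal after BugLite lysis is the measured value, with a prior CellTiter-Fluor read for cell health.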
ATXN viability = Viability Counterscreen for Primary qHTS for Inhibitors of ATXN expression | S2 cells (HEK-293 line with an ATXN2-luciferase reporter) viability, CellTiter-Fluor protease fluorescence, 24 h | Potency, µM (highest dose often 56.7 µM), most hits filed as cytotoxic | AID 651635, 2014 | 400,000 tested, 0.49% active; also: potency is read from the fitted curve at half-maximal effect; nearly all actives have a fitted effect of over 40% in size
Nrf2 ARE act = qHTS of Nrf2 Activators; AREc32 ARE-luciferase reporter (MCF7-derived line), luminescence, 24 h; Potency, µM (top dose mostly 46.1 µM), inactives show at the top dose activation, usual class: activators; 410,000 tested, 0.31% active; AID 624171, 2012; also: potency is read from the fitted curve at half-maximal effect; % of control where 0% means no effect; nearly all actives have a fitted effect of over 65% in size
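Nrf2 activation is followed as ARE-luciferase induction in the AREc32 line after one day of compound treatment; luminescence is read with Steady-Glo.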
ATXN2 expr inh = Primary qHTS for Inhibitors of ATXN expression | HEK-293 ATXN2-luciferase reporter, luminescence, 24 h | Potency, µM (series often up to 57 µM), without a hit: at the top dose activity change, negative = inhibition, actives largely listed as inhibitors | 360,000 tested, 0.72% active; also: potency is read from the fitted curve at half-maximal effect; % is scaled to controls: 0 for no effect and ±100 for the full control effect; nearly all actives have a fitted effect of over 55% in size
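qHTS (up to 57 uM final) was run with 24 h compound exposure of reporter cells at 37 °C. Each well was multiplexed: SteadyGlo luminescence measured ATXN2-luciferase expression after a fluorogenic Gly-Phe-AFC viability readout (25 uM final).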
IL-1B inflam inh = qHTS for Inhibitors of Inflammasome Signaling: IL-1-beta AlphaLISA Primary Screen; activity change, % at 57.5 µM; 360,000 tested, 4.7% active; THP-1 LPS/ATP IL-1B secretion, AlphaLISA, 16 h; hits give low values; AID 743279, 2014; in the data active = activity change below about -50%; inconclusive = mostly about -30% to -49%; also: % is scaled to controls: 0 for no effect and ±100 for the full control effect
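Secreted IL-1B measured by AlphaLISA bead assay after 16 h compound exposure of THP-1 cells; compounds (final up to 57.5 uM) added 1 h before LPS (250 ng/mL) and ATP (1.25 mM) stimulation; lower signal means less secretion.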
MCF10A rereplic = A quantitative high throughput screen for small molecules that induce DNA re-replication in MCF 10a normal breast cells; MCF 10A DNA re-replication, Hoechst nuclear intensity, 48 h; 350,000 tested, 2.9% active; AID 624296, 2012; Potency, µM (doses to about 46.1 µM), without a hit: at the top dose activity, positive = re-replication, usual class: activators; also: potency is read from the fitted curve at half-maximal effect; % of control where 0% means no effect; nearly all actives have a fitted effect of over 50% in size
TGFb inhibitor = qHTS for Inhibitors of TGF-b; HepG2 CAGA-GFP TGF-b/SMAD3 reporter, GFP fluorescence, 18 h; TGF-beta stimulated, 500 pg/mL final; Potency, µM (series often up to 46.1 µM), for inactives: at the top dose activity, negative = inhibition, most hits filed as inhibitors; 410,000 tested, 1.2% active; AID 588855, 2011; also: potency is read from the fitted curve at half-maximal effect; % is scaled to controls: 0 for no effect and ±100 for the full control effect; nearly all actives have a fitted effect of over 65% in size
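Read-out: total well GFP (ex488/em500-530) summed from mean per-cell fluorescence. Cells: HEPG2 CAGA-GFP, 1% FBS DMEM, 18 h at 37 degrees C with 500 pg/mL final TGF-beta. Unstimulated wells served as the full-inhibition control; stimulated DMSO wells = 0%.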
HepG2 tox = qHTS for Inhibitors of TGF-b: Cytotox Counterscreen; AID 588856, 2011; Potency, µM (titrated, usually from 46.1 µM), for the others: top-dose activity change, negative = cytotoxicity, hits mostly cytotoxic; 410,000 tested, 0.76% active; HepG2 CAGA-GFP viability, ATP luminescence, 18 h; also: potency is read from the fitted curve at half-maximal effect; some results filed as inactive show a strong effect at the top dose
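HepG2 CAGA-GFP cells (1000/well, DMEM with 1% FBS) received compound, then TGF-beta at 500 pg/mL final, and were incubated 18 hours at 37 degrees C. Viability was read by CellTiter-Glo luminescence. Media-only wells were set as complete cell-killing and DMSO as no toxicity.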
A549 tox = Nrf2 qHTS screen for inhibitors: counterscreen for cytotoxicity; A549 ARE-Fluc cells, CellTiter-Fluor viability, 18-24 h; Potency, µM (highest dose often 46 µM), without a hit: at the highest dose activity change, negative = cytotoxicity, usual class: inhibitors; 390,000 tested, 0.16% active; AID 504648, 2011; also: potency is read from the fitted curve at half-maximal effect; % is scaled to controls: 0 for no effect and ±100 for the full control effect
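A549 ARE_Fluc cells in 5% FBS OPTI-MEM were exposed to compounds in concentration-response for 18-24 h at 37 deg C. Viability was read by CellTiter-Fluor fluorescence (Ex 405/Em 525) after 30 min, before the luciferase read.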
Numbers without * were called inactive; i = inactive; ? = inconclusive; . = not tested or not shown; [ ] = remark or other dose. Unless noted, calls follow the shape of the dose curve; as a rule, active = well fitted curve in the direction sought with a large enough effect; inconclusive = small, poorly fitted or top-dose-only effect, or another doubt; inactive = no such curve, though single readings can be large; an effect the other way counts as inactive or inconclusive.

SMILES	Nrf2 inh	ATXN viability	Nrf2 ARE act	ATXN2 expr inh	IL-1B inflam inh	MCF10A rereplic	TGFb inhibitor	HepG2 tox	A549 tox
CC(C)(C)[C@H]1C=C(C(=O)Nc2ccccc2)O[C@@H](OCc2ccc(CO)cc2)C1	-5%	i	0.2%	4%	?	?	-31%	-11%	-1%
COc1ccc(C(=O)C2CCCN(Cc3c(O)cccc3OC)C2)cc1OC (stereo not given)	1%	i	-0.7%	-20%	-19	0%	1%	-27%	-5%
COC(=O)c1cccc(NC(=O)c2cccs2)c1C	1%	i	-0.4%	16%	7	0%	-19%	-6%	-3%
CO/N=C/NC(=O)N1OC[C@@H]2COc3ccc4ccccc4c3[C@@H]21	-9%	i	-0.8%	5%	-8	1%	20%	-44%	20%
CCC(=O)Nc1ccccc1-c1nc2ccccc2n(CC(=O)Nc2ccccc2OC)c1=O	15%	.	0.1%	.	.	.	-5%	5%	-7%
Cc1ccc2c(C(=O)CN3CCCCC3CCO)c(C)[nH]c2c1 (stereo not given)	-5%	i	2.7%	-12%	-2	-1%	?	-21%	11%
CN1Cc2c(N3CCOCC3)nc(SCc3ccccc3)c(C#N)c2CC1(C)C	.	i	0.3%	-15%	4	?	2%	-27%	12%
CC(=O)OC[C@@H]1CN(Cc2ccccc2)C[C@H](n2cnc3c(Nc4ccccc4)ncnc32)O1	.	i	0.3%	8%	-1	.	-30%	16µM*	.
CCCNc1ncnc2nc[nH]c12	-4%	i	-2.1%	0%	4	?	-24%	-33%	-4%
Cc1nc2c(nnn2Cc2ccccc2)c(=O)[nH]1	4%	i	0.2%	4%	0	0%	-15%	-13%	5%
COc1ccc(S(=O)(=O)N2CCN(Cc3cccs3)CC2)cc1OC	?	i	-0.1%	5%	12	3%	?	-2%	0%
Cc1ccc(-n2nc3c(N4CCC(C(=O)NC5CCCCC5)CC4)nnc(C)c3c2C)cc1	16%	i	0.6%	-5%	.	.	?	-11%	-5%
COc1cc(/C=C2\CCCc3c2nc2ccccc2c3C(=O)O)cc(OC)c1O	1%	i	-0.3%	0%	15	-2%	0%	-4%	-17%
COc1ccc(-c2cc(N)n(S(=O)(=O)c3ccc(C)cc3)n2)c(OC)c1	-4%	i	2.9%	-7%	16	-9%	-9%	-23%	2%
O=C(O)/C=C/c1ccc(S(=O)(=O)N2CCCCCC2)cc1	5%	i	0.1%	42%[activator]	7	-2%	-2%	9%	1%
CC(=O)Nc1nnc(/C=C/c2cccc([N+](=O)[O-])c2)s1	3%	i	2.0%	-3%	4	1%	-21%	12%	-9%
Cc1cc(=O)[nH]c(SCC(=O)Nc2ccccc2C)n1	-4%	i	0.3%	6%	32	-22%	-2%	2%	-7%
Cc1ccc(NS(=O)(=O)c2ccc3c(c2)C(C(C)C)C(=O)N3)cc1C (stereo not given)	.	?	5.8%	-4%	.	.	?	-38%	5%
O=C(CN1C(=O)c2cccc3cccc(c23)C1=O)N1CCN(c2ccccn2)CC1	?	i	3.3%	-9%[11.3 µM]	-3	0%	-2%	-3%	0%
Cc1ccc(S(=O)(=O)N2CCOCC2)cc1C(=O)Nc1cc(Cl)ccc1N1CCOCC1	-2%	i	-0.4%	4%	-12	3%	11%	-2%	1%

Brought forward from above: 2 compounds; new compounds follow.
SMILES	Nrf2 inh	ATXN viability	Nrf2 ARE act	ATXN2 expr inh	IL-1B inflam inh	MCF10A rereplic	TGFb inhibitor	HepG2 tox	A549 tox
O=C(CN1C(=O)c2cccc3cccc(c23)C1=O)N1CCN(c2ccccn2)CC1	?	i	3.3%	-9%[11.3 µM]	-3	0%	-2%	-3%	0%
Cc1ccc(S(=O)(=O)N2CCOCC2)cc1C(=O)Nc1cc(Cl)ccc1N1CCOCC1	-2%	i	-0.4%	4%	-12	3%	11%	-2%	1%
CCOC(=O)CN1CC23C=CC(O2)C(C(=O)Nc2ccc(OC)cc2OC)C3C1=O (stereo not given)	-6%	i	-1.1%	8%	5	-3%	-15%	-20%	-9%
CCN1C(=O)c2cccc3c(Cl)ccc1c23	-17%	i	7.1%	9%	0	2%	-12%	-29%	14%
CCOc1cccc(OCCOCCN(C)Cc2ccccc2)c1	1%	i	2.5%	0%	-13	-2%	3%	-12%	9%
COc1ccc2cc(CCNC(=O)c3c(-c4ccccc4Cl)noc3C)c(=O)[nH]c2c1	-7%	i	0.3%	3%	-13	-2%	-4%	-13%	16%
CC(NCc1cccn1C)c1ccccc1 (stereo not given)	0%	i	-0.1%	8%	-2	4%	-7%	1%	0%
O=C1CN(C(=O)COc2ccc(Cl)c(Cl)c2)c2ccccc2N1	?	i	1.7%	-1%	-3	6%	?	0%	0%
CC(C)c1ccc(NC2CCCN(C(=O)c3cscn3)C2)cc1 (stereo not given)	-2%	i	-0.1%	10%	21	12%	0%	-35%	7%
O=C(NCCc1ccc2c(c1)OCCO2)c1cc(F)cc(F)c1	?	i	4.2%	6%	4	0%	0%	-16%	-4%
COc1cccc(C2c3c(-c4ccccc4O)n[nH]c3C(=O)N2Cc2cccnc2)c1 (stereo not given)	5%	i	4.4%	1%	.	.	8%	-6%	-2%
COCCN(C(=O)CSc1nnc(-c2ccccc2F)o1)c1c(N)n(Cc2ccccc2)c(=O)[nH]c1=O	.	i	4.3%	.	-6	.	-1%	-19%	.
COc1ccc(C)cc1NC(=O)CN(C)C1CCCCC1	4%	i	-0.2%	2%	24	2%	-5%	-5%	-1%
CCc1ccc2[nH]c(O)c(N=Nc3nc(-c4ccccc4)cs3)c2c1	1%	i	4.0%	-22%	-17	11%	-10%	-21%	-17%
COC(=O)c1ccc(Oc2nc3c(c(=O)n(C)c(=O)n3C)n2Cc2ccc(Cl)c(Cl)c2)cc1	-21%	i	0.0%	-2%	.	.	-28%	-18%	0%
COc1ccccc1NC(=S)N(Cc1ccco1)Cc1cc2cc(C)ccc2[nH]c1=O	9%	i	3.6%	-31%	17	?	4%	13%	0%
COC(=O)[C@@]1(Sc2ccccc2)CC(=O)N[C@@H]1c1ccccc1	.	i	-0.3%	5%	77	.	.	.	.
Clc1ccc(-c2noc(CN(Cc3ccccn3)CC3CCCO3)n2)cc1 (stereo not given)	-6%	i	5.3%	-8%	5	0%	1%	-1%	1%
O=C(Nc1nc2c(s1)CCCC2)C1CCCN1C(=O)c1cccs1 (stereo not given)	6%	i	5.7%	-4%	-8	4%	0%	-12%	-11%
CCCN1CCN(S(=O)(=O)c2cn(C)nc2C)CC1	-8%	i	-0.1%	-23%	5	0%	3%	9%	-1%
O=C(CSc1nncs1)NCCNC(=O)CSc1nncs1	1%	i	0.1%	-32%	28	-8%	7%	-1%	3%
COc1ccc(OC)c(NS(=O)(=O)c2ccc3[nH]c4c(c3c2)CCCCC4)c1	?	?	0.2%	?	.	.	?	-55%	-18%
Cc1ccc(-n2c(=O)c3c(c4cc(C)ccc4n3C)n(Cc3ccc(F)cc3)c2=O)cc1	?	i	-0.9%	7%	.	.	10%	-20%	-1%
COc1cc(OC)c2c(-c3cccc(-c4cccc(N)c4)c3)cc(=O)oc2c1	?	i	-0.7%	-31%	66	?	?	-4%	-11%
N#Cc1ccc(C(c2nnnn2CCc2ccccc2)N2CCCCCC2)cc1 (stereo not given)	?	i	0.6%	-10%	-21	5%	-24%	-1%	-10%
COc1ccc(-n2nc(C)cc2Nc2ccccc2C(=O)O)cc1	-12%	i	-0.7%	.	41	0%	1%	15%	-3%
O=C1CC(N2CCN(C(c3ccccc3)c3ccccc3)CC2)C(=O)N1 (stereo not given)	5%	i	-0.7%	6%	-1	5%	-3%	1%	0%
O=C(COC(=O)c1ccc([N+](=O)[O-])o1)NC1CCS(=O)(=O)C1 (stereo not given)	19%	i	0.3%	2%	13	-9%	-9%	1%	1%
CC[C@H](C)[C@H](NC(=O)OCc1ccccc1)C(=O)OCC(=O)Nc1ccc(N2CCOCC2)cc1	17%	i	-0.3%	3%	11	-1%	-3%	-16%	-10%
O=C(NCCC1=CCCCC1)c1cc(S(=O)(=O)N2CCOCC2)ccc1Cl	?	i	-0.1%	1%	10	-8%	-5%	1%	0%
c1ccc(CNc2nc(NCc3cccs3)nc3ccsc23)cc1	.	?	0.3%[9.22 µM]	-7%	-57*	.	?	-48%	.
O=C1Nc2c(Br)cccc2C1=O	?	i	26%	-8%	73	?	?	-101%	1%
COC(=O)CSc1nnc(NC(=O)c2ccc3c(c2)OCO3)s1	?	i	-1.0%	0%	13	1%	-6%	-1%	4%
Cn1ccnc1SCC(=O)Nc1ccc2c(c1)COC2=O	27%	i	1.8%	21%	-19	-5%	34%[activator]	-40%	2%
COc1cc(C2C3=C(CCCC3=O)Nc3ccc4ncccc4c32)ccc1O (stereo not given)	?	i	17%	3%	11	15µM*	-15%	-5%	-21%
CCc1ccc2[nH]c(=O)c(CN(CCCN3CCOCC3)C(=O)Nc3ccc(F)cc3)cc2c1	8%	?	3.5%	-17%	?	7%	0%	-30%	-12%
COc1ccc(CC(=O)N/N=C(\C)CC(=O)Nc2ccc3c(c2)OCCO3)cc1	25%	i	1.9%	-17%	10	-4%	7%	-13%	-4%

Some of the entries above in another layout.
COC(=O)CSc1nnc(NC(=O)c2ccc3c(c2)OCO3)s1
  Nrf2 inh: ?; ATXN viability: i; Nrf2 ARE act: -1.0%; ATXN2 expr inh: 0%; IL-1B inflam inh: 13; MCF10A rereplic: 1%; TGFb inhibitor: -6%; HepG2 tox: -1%; A549 tox: 4%
COc1cc(OC)c2c(-c3cccc(-c4cccc(N)c4)c3)cc(=O)oc2c1
  Nrf2 inh: ?; ATXN viability: i; Nrf2 ARE act: -0.7%; ATXN2 expr inh: -31%; IL-1B inflam inh: 66; MCF10A rereplic: ?; TGFb inhibitor: ?; HepG2 tox: -4%; A549 tox: -11%
